From PubChem BioAssay
Plk1 PBD FP – inhibitors of human Plk1 polo box domain binding. P53350. Plk1 PBD phosphopeptide binding, fluorescence polarization. inhibition, %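 (tested at about 20 µM)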. 97,000 tested, 0.13% active; in the data active = inhibition above about 34%, passing the limit was not always enough
FAK blocker – FAK (human) kinase inhibition | Q05397 | biochemical FAK kinase activity assay | inhibition, %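 (tested at 7 µM)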 | 97,000 tested, 0.84% active; in the data active = inhibition above about 19%;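 note: 0% = DMSO and 100% = reference compound high control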
Target sequence (Q05397 whole entry, looked up): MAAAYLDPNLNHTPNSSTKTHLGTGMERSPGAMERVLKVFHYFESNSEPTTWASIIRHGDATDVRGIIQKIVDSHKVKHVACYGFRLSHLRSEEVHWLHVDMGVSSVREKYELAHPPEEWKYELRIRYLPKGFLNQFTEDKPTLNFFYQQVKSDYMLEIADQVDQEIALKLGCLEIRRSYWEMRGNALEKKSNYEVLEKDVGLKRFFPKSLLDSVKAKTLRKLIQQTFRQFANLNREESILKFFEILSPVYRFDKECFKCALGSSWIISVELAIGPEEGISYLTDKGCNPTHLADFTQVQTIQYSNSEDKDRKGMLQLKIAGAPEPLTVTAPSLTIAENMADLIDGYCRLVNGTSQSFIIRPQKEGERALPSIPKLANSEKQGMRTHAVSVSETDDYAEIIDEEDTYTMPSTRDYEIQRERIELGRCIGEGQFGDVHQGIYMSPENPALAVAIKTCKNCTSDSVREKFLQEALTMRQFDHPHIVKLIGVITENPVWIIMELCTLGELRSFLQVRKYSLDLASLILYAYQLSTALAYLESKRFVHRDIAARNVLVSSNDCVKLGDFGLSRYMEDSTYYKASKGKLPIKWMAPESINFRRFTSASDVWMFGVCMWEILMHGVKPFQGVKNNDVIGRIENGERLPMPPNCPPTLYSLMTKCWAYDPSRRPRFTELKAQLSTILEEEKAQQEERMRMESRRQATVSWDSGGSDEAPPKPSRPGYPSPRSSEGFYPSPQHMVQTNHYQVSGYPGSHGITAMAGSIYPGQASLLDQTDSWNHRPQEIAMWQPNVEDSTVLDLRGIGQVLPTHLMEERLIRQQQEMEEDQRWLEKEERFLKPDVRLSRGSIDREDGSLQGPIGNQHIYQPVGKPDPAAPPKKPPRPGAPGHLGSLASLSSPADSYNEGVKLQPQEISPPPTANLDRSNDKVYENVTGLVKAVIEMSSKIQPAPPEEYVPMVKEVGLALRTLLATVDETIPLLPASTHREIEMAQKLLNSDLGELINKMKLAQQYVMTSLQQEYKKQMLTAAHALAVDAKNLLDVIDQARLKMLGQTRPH
ERb SRC1 inh – blocks coactivator binding to human estrogen receptor beta. Q92731. TR-FRET ER-beta LBD / SRC1-Cy5 peptide binding; receptor agonist-loaded with 1 µM estradiol. inhibition, % at 25.6 µM. 86,000 tested, 1.3% active;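 active = compounds whose percent inhibition of the receptor-coactivator binding signal exceeds about 50% in the single-dose screen, limit read from the data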;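 note: 0% = receptor plus peptide wells without compound and 100% = peptide-only wells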
PLK1 kinase inh – PLK1 (human) kinase inhibition; 97,000 tested, 0.53% active; inhibition, % at 10 µM; recombinant PLK1 kinase, TR-FRET peptide phosphorylation; P53350; AID 619;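 active = inhibition of 50% or more in the single-concentration screen; inactive = inhibition below 50%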;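 note: 0% = DMSO max control and 100% = H-89 dihydrochloride min control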
Mac1 fbg inh – inhibitors of human CD11b/CD18 binding to fibrinogen | inhibition, % at 10 µM | K562 CD11b/CD18 adhesion to fibrinogen, ATPlite luminescence; Mn2+ added to activate the integrin | P05107+P11215 | 93,000 tested, 0.54% active;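 active = primary inhibition of 50% or more at 10 µM, then 40% or more on retest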; note: some results filed as inactive read as strong as hits
Mac1 fbg enh – increases human CD11b/CD18 adhesion to fibrinogen; P05107+P11215; K562 CD11b/CD18 adhesion to fibrinogen, ATPlite luminescence; activation, % at 10 µM; 93,000 tested, 0.07% active; AID 1499;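 active = 10 µM primary screen giving 50% or more activity, confirmed by 40% or more on retest at that dose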; note: strong numbers were not always called active
Rev-RRE block – HIV Rev-RRE protein-RNA interaction inhibition; P05866; Rev peptide-RRE RNA binding, FRET; inhibition, % at 8 µM; 97,000 tested, 0.79% active; AID 704;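 active = inhibition above the screen-wide mean plus 3 SD, cut at about 35% in these data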;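 note: 0% = median DMSO wells and 100% = median Neomycin B control wells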
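Test system: Cy5-tagged RRE RNA duplex with fluorescein-tagged Rev peptide; Probe or stimulus: labelled Rev peptide; Schedule: 5 min preincubation and 15 min binding, 25 °C; Signal: FRET fluorescence readout; Evaluation: % inhibition from 671/540 nm acceptor-to-donor ratio, scaled between controls; Control set: DMSO and neomycin B.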
ERa coact inh – ER-alpha (human) coactivator binding inhibition. P03372. TR-FRET ER-alpha LBD / SRC-1 peptide, estradiol-bound. inhibition, % at 25.6 µM. 86,000 tested, 1.7% active. AID 629; in the data active = inhibition above about 50%;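 note: 0% = receptor plus peptide control and 100% = peptide only without receptor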
ERa coact pot – enhances coactivator binding to human estrogen receptor alpha | P03372 | TR-FRET ERalpha-LBD/SRC-Cy5 coactivator binding, 2 h; 100 = basal binding, no effect | coactivator binding (% of control), % at 25.6 µM | 86,000 tested, 1.3% active | AID 639; in the data active = activity above about 200%;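 note: binding measured in presence of low estradiol as agonist stimulus; 0% = peptide alone without receptor and 100% = receptor with peptide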
Active calls of the source: *; nt = no result given; [ ] = remark or other dose. Compounds as they come; overall some 4.7% were active at least once.

smiles,Plk1 PBD FP,FAK blocker,ERb SRC1 inh,PLK1 kinase inh,Mac1 fbg inh,Mac1 fbg enh,Rev-RRE block,ERa coact inh,ERa coact pot
Cc1ccccc1-c1nc(CS(=O)(=O)CC(=O)NCCCN2C(C)CCCC2C)c(C)o1 (stereo not drawn),nt,nt,22[fluorescence artefact?],nt,-4,4,nt,15,93
O=C(O)c1ccc(-c2cccc(Cl)c2)o1,-13,-1,14[fluorescence artefact?],-8,nt,nt,1,15,91[fluorescence artefact?]
CCC(CC)C(=O)NCCc1cc2c(OC)ccc(OC)c2[nH]c1=O,4,0,-4,-5,nt,nt,3,-7,129
Cc1ccc(-n2c(C)cc(/C=N/NC(=O)CN(c3ccc(C)cc3C)S(C)(=O)=O)c2C)cc1,-31,-2,nt,-12,-6,4,2,nt,nt
CCN(CC)C(=O)CN(C#N)c1nc(NC(C)C)nc(NC(C)C)n1,-14,-3,-13,-7,-6,0,0,-5,111
Cc1ccc(NC2=NCC(=O)N2Cc2ccccc2)c(C)c1,-4,-1,-13,-7,nt,nt,0,-9,102
Cc1ccc(SCC(=O)O/N=C(\N)c2cccc([N+](=O)[O-])c2)cc1,-7,3,nt,2,nt,nt,10,nt,nt
Fc1ccccc1N1CCN(C(c2ccncc2)c2nnnn2C2CCCC2)CC1 (stereo not drawn),nt,nt,-14,nt,-7,0,nt,-3,84
CCOC(=O)C1=C(CNCc2ccc(C)cc2)NC(=O)NC1c1ccc(OC)cc1 (stereo not drawn),-6,2,-6,-10,22,14,3,-5,110
Cc1ccccc1Nc1nc(-c2sc(NC(=O)c3cccc(Cl)c3)nc2C)cs1,-11,-4,nt,-25,nt,nt,3,nt,nt
O=C(CN1C(=O)CSc2ccccc21)NC1CCCC1,22,-2,-4[fluorescence artefact?],-9,-10,-2,7,-1[fluorescence artefact?],114
Cc1nc(=S)n(-c2ccccc2)[nH]1,-3,5,-1,-11,-36,-1,5,-4,98
O=C(O)CCc1ccc(-c2cccs2)n1NC(=O)c1ccc(O)cc1,-7,1,49,-12,20,3,6,20,37[fluorescence artefact?]
COCCn1c(SCC(=O)Nc2ccc(S(=O)(=O)N3CCOCC3)cc2)nc2ccccc21,11,0,3,-8,-7,-4,8,-1,131
COc1ccc(C(=O)N(Cc2nc(-c3ccc(C)cc3)no2)C(C)C)cc1OC,-8,2,-7[fluorescence artefact?],-3,-10,4,3,14[fluorescence artefact?],70
O=C(Nc1ccc(C(=O)Oc2ccccc2)c(O)c1)c1ccco1,15,0,-1,-13,13,1,7,-5,99
CCCNC(=O)c1ccccc1NS(=O)(=O)c1ccc(OC)c(OC)c1,-36,0,-5,-10,nt,nt,7,3,96
CCN(CC)CCNS(=O)(=O)c1ccc(OC)c(Br)c1,6,-1,nt,-15,3,-4,9,nt,nt
Cc1ccc(SC(C)c2nc(-c3ccncc3)no2)cc1 (stereo not drawn),-16,0,-15[fluorescence artefact?],1,20,4,15,-29,100
COc1ccccc1OC(C)C(=O)O (stereo not drawn),3,5,nt,-8,14,-5,8,nt,nt
NNS(=O)(=O)c1ccc(Cc2ncc(C(F)(F)F)cc2Cl)s1,4,-2,3[fluorescence artefact?],-9,-1,-2,3,5[fluorescence artefact?],88
COc1ccc(Cl)c(N2CCN(CCCNC(=O)Nc3ccc(C)cc3)CC2)c1,-38,1,-8,-6,-7,0,1,-7,103
Cc1ccc(S(=O)(=O)N2CCC(C(=O)NCc3cccnc3)CC2)cc1,9,-4,0,-10,4,2,2,4,95
C1CN(CC23CC4CC(CC(C4)C2)C3)CCO1,1,-2,2,-9,nt,nt,5,-3,92

Whole records from above:
NNS(=O)(=O)c1ccc(Cc2ncc(C(F)(F)F)cc2Cl)s1 is listed with Plk1 PBD FP: 4; FAK blocker: -2; ERb SRC1 inh: 3[fluorescence artefact?]; PLK1 kinase inh: -9; Mac1 fbg inh: -1; Mac1 fbg enh: -2; Rev-RRE block: 3; ERa coact inh: 5[fluorescence artefact?]; ERa coact pot: 88
COc1ccc(Cl)c(N2CCN(CCCNC(=O)Nc3ccc(C)cc3)CC2)c1 is listed with Plk1 PBD FP: -38; FAK blocker: 1; ERb SRC1 inh: -8; PLK1 kinase inh: -6; Mac1 fbg inh: -7; Mac1 fbg enh: 0; Rev-RRE block: 1; ERa coact inh: -7; ERa coact pot: 103
Cc1ccc(SC(C)c2nc(-c3ccncc3)no2)cc1 (stereo not drawn) is listed with Plk1 PBD FP: -16; FAK blocker: 0; ERb SRC1 inh: -15[fluorescence artefact?]; PLK1 kinase inh: 1; Mac1 fbg inh: 20; Mac1 fbg enh: 4; Rev-RRE block: 15; ERa coact inh: -29; ERa coact pot: 100

(further entries)
| SMILES | Plk1 PBD FP | FAK blocker | ERb SRC1 inh | PLK1 kinase inh | Mac1 fbg inh | Mac1 fbg enh | Rev-RRE block | ERa coact inh | ERa coact pot |
| --- | --- | --- | --- | --- | --- | --- | --- | --- | --- |
| CCOc1ccc(NC(=O)C2CC(=O)N3CCCN=C3S2)cc1 (stereo not drawn) | 9 | 6 | 11 | -15 | -17 | 8 | 1 | -5 | 95 |
| CCCn1c(C(O)c2ccc(OC)cc2)nc2ccccc21 (stereo not drawn) | -3 | 1 | -6[fluorescence artefact?] | -8 | nt | nt | 3 | -3 | 108 |
| Cc1nnc(SCC(=O)OC2CC(C)CCC2C(C)C)[nH]c1=O (stereo not drawn) | -17 | -1 | -5 | 8 | -6 | 0 | 3 | -9 | 92 |
| COC(=O)c1ccccc1NC(=O)CSc1nc2ccccc2c(=O)[nH]1 | 11 | 2 | -7 | -2 | 7 | 1 | 3 | 4[fluorescence artefact?] | 136 |
| Cc1ccc(-n2c(=O)cc(NCc3cccnc3)[nH]c2=O)cc1 | 13 | -6 | nt | -5 | 15 | 0 | 0 | nt | nt |
| CN1CCN(c2ccc(NC(=O)c3cccc(OCc4ccccc4)c3)cc2)CC1 | 6 | 12 | 62*[fluorescence artefact?] | -6 | -8 | 6 | 0 | 37[fluorescence artefact?] | 42[fluorescence artefact?] |
| CC(=O)Nc1ccc(S(=O)(=O)N2CCC(n3cnc4cc(F)ccc43)CC2)cc1 | -6 | 6 | 0 | -1 | 8 | -3 | 7 | -5 | 95 |
| COCCCNC(=O)Nc1ccc(Br)cc1Cl | 3 | 1 | -2[fluorescence artefact?] | -11 | -4 | 0 | 7 | -7 | 110 |
| COc1ccc(C(=O)Nc2c(Cl)cc(Cl)cc2C(=O)NCCN2CCOCC2)cc1 | 1 | 1 | 12[fluorescence artefact?] | -9 | nt | nt | 6 | 19 | 84 |
| CC(=O)c1cccc(NC(=O)C2CCN(S(=O)(=O)c3ccccc3)CC2)c1 | -12 | 1 | -16 | -17 | -7 | -4 | -1 | 6 | 95 |
| CCC(=O)c1cc(F)c(N2CCN(S(=O)(=O)c3ccc(C)cc3)CC2)cc1C | 13 | 0 | 5[fluorescence artefact?] | -17 | 4 | -3 | 6 | 5 | 121 |
| CC1CCCN(c2nc3c(c(=O)n(C)c(=O)n3C)n2Cc2ccccc2)C1 (stereo not drawn) | nt | nt | -4 | nt | -9 | -8 | nt | -15 | 107[fluorescence artefact?] |
| CCOC(=O)c1nc(C)n(-c2cc(Cl)ccc2Cl)n1 | -7 | -9 | nt | -8 | -3 | -3 | 0 | nt | nt |
| O=C(CN1C(=O)COc2ccccc21)NCc1ccc(C(=O)O)cc1 | 51* | -2 | 2 | 5 | 10 | 1 | 5 | -8 | 121 |
| Cc1cc(OC(C)C(=O)N/N=C/CC(C)c2ccccc2)ccc1Cl (stereo not drawn) | -12 | 0 | nt | -14 | 13 | 0 | 15 | nt | nt |
| COc1ccc2c(c1)c(C(=O)OCCN(C)C)c(C)n2C | -19 | 0 | 0[fluorescence artefact?] | -8 | 3 | -1 | 1 | -3 | 124 |
| Cc1cccc(N(C(=O)CNC(=O)c2cccs2)C(C(=O)NC2CCCC2)c2cccnc2)c1 (stereo not drawn) | -16 | 0 | nt | -22 | nt | nt | 0 | nt | nt |
| CC(C(=O)Nc1sc2c(c1C(=O)NCc1ccco1)CCCC2)N1C(=O)c2ccccc2C1=O (stereo not drawn) | -18 | 0 | 4 | -2 | 4 | 4 | -7 | 3 | 95 |
| CC(C)C(=O)Nc1cccc(C(=O)Nc2ccc3c(c2)OCO3)c1 | -22 | 1 | -5[fluorescence artefact?] | -16 | 6 | 1 | 0 | 21 | 93 |
| CC(C)C1N=C2c3ccccc3N=C(SCC#N)N2C1=O (stereo not drawn) | 21 | 7 | 6[fluorescence artefact?] | -5 | -17 | -1 | 3 | 47[fluorescence artefact?] | 76[fluorescence artefact?] |
| CC(=O)C(C)Oc1cc(C)cc2oc(=O)c(C)c(C)c12 (stereo not drawn) | -10 | 0 | -3 | -14 | 7 | -3 | 3 | -1 | 109 |
| CCOc1ccc(-c2cn[nH]c2N)cc1 | -7 | 2 | -5 | 1 | -23 | -2 | 15 | -10 | 114 |
| CCc1ccccc1NC1=NCC(=O)N1Cc1ccc(OC)cc1 | 44 | -5 | -10 | -4 | 10 | -6 | 7 | -3 | 126[fluorescence artefact?] |
| COc1cc(C)c(S(=O)(=O)N2CCN(C)CC2)cc1C | 1 | -2 | -6 | -11 | 5 | -4 | 5 | -6 | 113 |
| COc1ccc(OC)c(C2NC(=O)NC(C)=C2C(=O)Nc2ccc(C)cc2)c1 (stereo not drawn) | nt | nt | -1 | nt | 0 | -2 | nt | -2 | 103 |
| O=C1CCN(S(=O)(=O)c2ccc(Cl)cc2)N1 | -2 | -2 | nt | 18 | nt | nt | 5 | nt | nt |
| CCOc1ccc(NC2CCN(C(C)=O)CC2)cc1 | 4 | -6 | -11[fluorescence artefact?] | -10 | -2 | -1 | -1 | 8 | 113 |
| Cc1ccc2nc3c(cc(C(=O)NCc4cccnc4)c(=N)n3C(C)C)c(=O)n2c1 | nt | nt | 4 | nt | -16 | -4 | nt | -6 | 112 |
| CNc1nnc(-c2cc3cc(Cl)ccc3oc2=O)s1 | -6 | 12 | 49 | 0 | 11 | 24 | 79* | 66* | 183[fluorescence artefact?] |
| CCc1ccc(CNC(=O)C2CCC(=O)N2C2CCCCC2)cc1 (stereo not drawn) | -9 | -1 | -10 | -10 | 1 | -4 | -4 | 3 | 112 |
| COc1cc(Br)c(C(C)NC(=O)c2ccccc2)cc1OC (stereo not drawn) | 24 | 3 | nt | -6 | -1 | 0 | 5 | nt | nt |
| CCOc1cc(-c2nc(-c3ccccc3)c(-c3cc([N+](=O)[O-])ccc3C)[nH]2)ccc1O | 22 | 1 | 4 | -2 | 10 | 50 | 1 | -6 | 98 |
| O=C(Nc1ccc(S(=O)(=O)N2CCOCC2)cc1)c1cccs1 | -11 | -2 | 21 | -13 | 5 | -4 | 5 | 8[fluorescence artefact?] | 89 |
| COCCCNC(=O)C12CCC(C)(C(=O)C1)C2(C)C (stereo not drawn) | 13 | -1 | 0 | -15 | -12 | 4 | -2 | -6 | 108 |
| Nc1ccccc1-c1nc2ccccc2[nH]1 | 21 | 0 | -7 | -8 | -17 | 0 | 5 | 4 | 113 |

A portion taken from the entries so far, as a working copy:
| SMILES | Plk1 PBD FP | FAK blocker | ERb SRC1 inh | PLK1 kinase inh | Mac1 fbg inh | Mac1 fbg enh | Rev-RRE block | ERa coact inh | ERa coact pot |
| --- | --- | --- | --- | --- | --- | --- | --- | --- | --- |
| O=C(Nc1ccc(S(=O)(=O)N2CCOCC2)cc1)c1cccs1 | -11 | -2 | 21 | -13 | 5 | -4 | 5 | 8[fluorescence artefact?] | 89 |
| COCCCNC(=O)C12CCC(C)(C(=O)C1)C2(C)C (stereo not drawn) | 13 | -1 | 0 | -15 | -12 | 4 | -2 | -6 | 108 |
| Nc1ccccc1-c1nc2ccccc2[nH]1 | 21 | 0 | -7 | -8 | -17 | 0 | 5 | 4 | 113 |
